Shn3 inh set2: reduces Shn3 3'UTR luciferase signal in osteoblasts; Clone20 osteoblast Shn3 3'UTR firefly luciferase, 24 h; inhibition, % at 12.5 µM; 360,000 tested, 0.52% active; AID 588674;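 active means mean inhibition of at least 75% with every replicate also reaching 75%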;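 further: 0% = median of neutral control wells and 100% = pilot-screen positive control compound; some compounds past the cut are filed as inactive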
KKLEB cytotox: reduces viability of KKLEB cystic fibrosis airway cells | 360,000 tested, 0.36% active | KKLEB CF airway cells viability, ATPlite luminescence, overnight; active compounds read low; cells stimulated with P. aeruginosa culture filtrate | activity change (cytotoxicity), % at 5 µM | AID 602141;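 active means corrected activity change at or below -50% at 5 µM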
SRC1 inh: inhibitors of human steroid receptor coactivator 1 (SRC1); HEK293 GAL4-SRC1 luciferase reporter, luminescence; inhibition, % at 3.6 µM; 360,000 tested, 0.12% active;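 active means inhibition above the campaign mean plus 3 SD, with each screening campaign given its own cutoff, cut at about 60% in these data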;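 further: 0% = DMSO treated cells and 100% = gossypol at 36 µM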
CF NFkB block: blocks PAF-induced NF-kB reporter in cystic fibrosis cells; inhibition, % at 5 µM; KKLEB NF-kB-GFP reporter, GFP fluorescence overnight; 360,000 tested, 0.86% active; AID 588850;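 active means at least 50% inhibition at 5 µM, scaled per plate between neutral and stimulator controls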;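 further: PAF is a Pseudomonas aeruginosa culture filtrate used as stimulus; plate controls were PAF-stimulated DMSO wells for no effect and unstimulated DMSO wells for full effect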
TWEAK-Fn14 inh: inhibitors of TWEAK-Fn14 interaction signaling; TWEAK-stimulated Fn14 reporter cells, luciferase luminescence, 8 h; inhibition, % at 10 µM; 360,000 tested, 2% active; AID 1159606; in the data active means inhibition above about 50%
EBV LMP1 NFkB: inhibitors of Epstein-Barr LMP1-induced NF-kappaB reporter; LMP1-induced NF-kappaB luciferase reporter cells, luminescence; inhibition, % at 12.5 µM; 350,000 tested, 0.69% active; AID 504558; in the data active means inhibition above about 41%;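 further: 0% = neutral control wells and 100% = reference inhibitor control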
NR5A2 inv ag: NR5A2 inverse agonism in reporter assay. O00482. inhibition, % at 3.6 µM. AID 602396. HEK293T StAR-luciferase reporter, LRH-1 transfected, 24 h. 360,000 tested, 0.13% active;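 active means inhibition above the mean inhibition of all tested compounds plus 3 SD, cut at about 73% in these data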;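 further: 0% = DMSO wells and 100% = reporter-only cells lacking LRH-1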
NR2F2 inh: inhibitors of human COUP-TFII (NR2F2) | HEK293T NGFI-A luciferase reporter, luminescence | AID 686940 | 370,000 tested, 0.7% active | inhibition, % at 8.6 µM | P24468;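 active means inhibition above a per-plate cutoff, mean inhibition of test wells between control levels plus 3 SD, cut at about 38% in these data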;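 further: cells cotransfected with COUP-TFII expression vector driving the NGFI-A reporter; 0% = median of COUP-TF2 test wells and 100% = reporter-only cells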
SRC3 inh: inhibitors of human steroid receptor coactivator 3 (SRC3) | Q9Y6Q9 | HEK293 GAL4-SRC3 luciferase reporter, luminescence | inhibition, % at 3.6 µM | 360,000 tested, 0.17% active | AID 588352;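 active means inhibition above a per-campaign cutoff, the mean of all compounds plus 3 SD, cut at about 60% in these data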;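 further: 0% = DMSO-treated cells and 100% = gossypol-treated cells at 36 µM; higher means less SRC3-driven luciferase light from the GAL4 reporter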
Target sequence (Q9Y6Q9 whole entry, looked up, the tested form may be a part): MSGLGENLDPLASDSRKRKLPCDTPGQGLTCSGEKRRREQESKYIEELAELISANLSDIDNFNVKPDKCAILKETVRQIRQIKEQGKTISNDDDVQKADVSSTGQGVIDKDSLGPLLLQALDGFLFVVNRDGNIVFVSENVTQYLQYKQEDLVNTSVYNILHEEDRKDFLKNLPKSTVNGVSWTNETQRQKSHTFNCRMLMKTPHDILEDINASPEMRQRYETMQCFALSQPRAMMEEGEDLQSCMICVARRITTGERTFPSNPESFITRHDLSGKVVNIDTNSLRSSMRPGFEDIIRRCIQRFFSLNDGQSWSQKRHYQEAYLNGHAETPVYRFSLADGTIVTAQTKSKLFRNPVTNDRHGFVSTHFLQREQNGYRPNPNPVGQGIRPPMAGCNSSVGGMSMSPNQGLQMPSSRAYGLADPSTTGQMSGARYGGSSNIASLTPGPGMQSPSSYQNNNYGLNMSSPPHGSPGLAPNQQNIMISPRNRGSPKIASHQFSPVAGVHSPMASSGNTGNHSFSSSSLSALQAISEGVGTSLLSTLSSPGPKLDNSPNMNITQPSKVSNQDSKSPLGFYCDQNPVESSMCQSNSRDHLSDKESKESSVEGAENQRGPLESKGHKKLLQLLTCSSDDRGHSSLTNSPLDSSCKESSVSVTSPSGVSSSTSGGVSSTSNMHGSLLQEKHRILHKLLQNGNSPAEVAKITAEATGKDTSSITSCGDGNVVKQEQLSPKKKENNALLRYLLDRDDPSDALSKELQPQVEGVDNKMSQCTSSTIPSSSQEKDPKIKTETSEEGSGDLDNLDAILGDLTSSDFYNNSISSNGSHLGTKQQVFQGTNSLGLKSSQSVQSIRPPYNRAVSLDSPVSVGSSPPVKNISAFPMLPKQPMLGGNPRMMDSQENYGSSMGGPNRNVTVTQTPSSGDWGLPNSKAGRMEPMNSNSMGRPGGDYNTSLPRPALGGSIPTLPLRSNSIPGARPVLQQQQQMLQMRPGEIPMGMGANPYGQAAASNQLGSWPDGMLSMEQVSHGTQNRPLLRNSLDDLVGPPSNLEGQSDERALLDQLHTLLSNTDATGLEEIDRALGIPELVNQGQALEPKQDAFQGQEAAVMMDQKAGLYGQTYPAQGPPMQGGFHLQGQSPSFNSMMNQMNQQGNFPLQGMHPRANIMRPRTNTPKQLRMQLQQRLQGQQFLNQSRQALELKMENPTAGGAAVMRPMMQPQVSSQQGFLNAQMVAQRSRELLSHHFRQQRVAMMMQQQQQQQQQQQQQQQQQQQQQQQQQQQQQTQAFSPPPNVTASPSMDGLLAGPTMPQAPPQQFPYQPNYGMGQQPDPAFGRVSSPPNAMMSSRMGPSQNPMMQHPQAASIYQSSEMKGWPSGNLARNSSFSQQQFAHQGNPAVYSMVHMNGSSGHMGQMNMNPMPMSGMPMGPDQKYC
TROY NFkB inh: inhibitors of TROY-dependent NF-kB signaling | Q293 LMP1-TROYcd NF-kB luciferase reporter, 4 h | inhibition, % at 10 µM | 360,000 tested, 0.98% active | AID 1347056;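 active means compounds whose plate-normalised and pattern-corrected inhibition of the luciferase reporter signal at the single screening dose is 50% or more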
C8 TRAIL sens: sensitizes caspase-8 expressing cells to TRAIL; AID 624354; NB7+C8 cells + TRAIL, ATPlite viability luminescence; inhibition (viability loss, TRAIL sensitization), % at 10 µM; 360,000 tested, 1% active;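 active means compounds causing at least 50% loss of cell viability in the single-dose screen, relative to plate controls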
An asterisk follows results filed as active. This is a subset, so the mix of outcomes need not match the whole.

How did CCN=C(NCC)SC1CC(=O)N(c2cccc(OC)c2)C1=O (stereo unspecified) do in these assays?
Shn3 inh set2: -18; KKLEB cytotox: 13; SRC1 inh: -8; CF NFkB block: 8; TWEAK-Fn14 inh: 3; EBV LMP1 NFkB: 9; NR5A2 inv ag: -19; NR2F2 inh: 11; SRC3 inh: 14; TROY NFkB inh: 5; C8 TRAIL sens: 20

Results for COc1ccc(-n2c(CNC(=O)c3ccc(S(=O)(=O)N4CCCC4)cc3)n[nH]c2=S)cc1 ?
Shn3 inh set2: -12; KKLEB cytotox: 2; SRC1 inh: -7; CF NFkB block: 3; TWEAK-Fn14 inh: 6; EBV LMP1 NFkB: 4; NR5A2 inv ag: 17; NR2F2 inh: -3; SRC3 inh: 7; TROY NFkB inh: -7; C8 TRAIL sens: -2

Results for COc1ccc(OC)c(CCNC(=O)CC2Oc3ccccc3NC2=O)c1 (stereo unspecified) ?
Shn3 inh set2: -19; KKLEB cytotox: 1; SRC1 inh: 5; CF NFkB block: -4; TWEAK-Fn14 inh: -8; EBV LMP1 NFkB: -5; NR5A2 inv ag: -6; NR2F2 inh: -11; SRC3 inh: 4; TROY NFkB inh: -13; C8 TRAIL sens: -5

How did CN(Cc1ccccc1)C(=O)CN(c1ccc(F)cc1)S(=O)(=O)c1ccc2c(c1)OCCO2 do in these assays?
Shn3 inh set2: -30; KKLEB cytotox: 1; SRC1 inh: 2; CF NFkB block: 9; TWEAK-Fn14 inh: 15; EBV LMP1 NFkB: 2; NR5A2 inv ag: 0; NR2F2 inh: 9; SRC3 inh: -4; TROY NFkB inh: 4; C8 TRAIL sens: -5

What do the screens show for `CCC(OCC(O)CN1CCN(CCN2C(=O)c3cccc4cccc(c34)C2=O)CC1)c1ccccc1` (stereo unspecified)?
Shn3 inh set2: 33; KKLEB cytotox: -10; SRC1 inh: -4; CF NFkB block: -14; TWEAK-Fn14 inh: -35; EBV LMP1 NFkB: -21; NR5A2 inv ag: -11; NR2F2 inh: 15; SRC3 inh: 7; TROY NFkB inh: 20; C8 TRAIL sens: 9

How did Cc1cc(C)n2c(Nc3c(C)cccc3C)c(CC(C)C)nc2n1 do in these assays?
TWEAK-Fn14 inh: -2; NR5A2 inv ag: -2; NR2F2 inh: 10; TROY NFkB inh: -2; C8 TRAIL sens: -10

What do the screens show for `CCOC(=O)C1CCN(C(=O)C2(NC(=O)Nc3cccc(F)c3)CCCCC2)CC1`?
Shn3 inh set2: -11; KKLEB cytotox: 5; SRC1 inh: 3; CF NFkB block: -14; TWEAK-Fn14 inh: 16; EBV LMP1 NFkB: 3; NR5A2 inv ag: -6; NR2F2 inh: 13; SRC3 inh: 24; TROY NFkB inh: 5; C8 TRAIL sens: -20

How did CCCC(=O)N1CCC1(C)C(=O)NS(=O)(=O)c1ccc(F)cc1F (stereo unspecified) do in these assays?
Shn3 inh set2: -2; KKLEB cytotox: -1; SRC1 inh: 4; CF NFkB block: -4; TWEAK-Fn14 inh: -38; NR5A2 inv ag: 17; NR2F2 inh: 10; SRC3 inh: 15; TROY NFkB inh: 5; C8 TRAIL sens: -16

How did c1ccc(N=C2SCCCS2)cc1 do in these assays?
Shn3 inh set2: 4; KKLEB cytotox: 14; SRC1 inh: -13; CF NFkB block: -7; TWEAK-Fn14 inh: 0; EBV LMP1 NFkB: -4; NR5A2 inv ag: -42; NR2F2 inh: 1; SRC3 inh: -7; TROY NFkB inh: -5; C8 TRAIL sens: -13

Results for Cc1onc(-c2ccc(Cl)cc2)c1-c1ccnc(SCC(=O)Nc2cc(Cl)cc(Cl)c2)n1 ?
Shn3 inh set2: 11; KKLEB cytotox: -13; SRC1 inh: -4; CF NFkB block: 10; TWEAK-Fn14 inh: -1; EBV LMP1 NFkB: 0; NR5A2 inv ag: -27; NR2F2 inh: 9; SRC3 inh: 16; TROY NFkB inh: 30; C8 TRAIL sens: 19

Results for Cc1cccc(N(C(=O)c2nsc(Cl)c2Cl)C(C(=O)NC2CCCC2)c2ccc(O)cc2)c1C (stereo unspecified) ?
Shn3 inh set2: 4; KKLEB cytotox: 1; SRC1 inh: -20; CF NFkB block: 26; TWEAK-Fn14 inh: 27; EBV LMP1 NFkB: -1; NR5A2 inv ag: 16; NR2F2 inh: 10; SRC3 inh: 20; TROY NFkB inh: 30; C8 TRAIL sens: 3

What do the screens show for `O=C(Nc1cccnc1)OC1CCCC1`?
Shn3 inh set2: -29; KKLEB cytotox: -1; SRC1 inh: -12; CF NFkB block: 10; TWEAK-Fn14 inh: 5; EBV LMP1 NFkB: -6; NR5A2 inv ag: -6; NR2F2 inh: 13; SRC3 inh: 4; TROY NFkB inh: -20; C8 TRAIL sens: 2

How did COC(=O)c1nnn(CC(=O)NC(=O)Nc2c(C)cccc2C)c1C(=O)OC do in these assays?
Shn3 inh set2: -16; KKLEB cytotox: 2; SRC1 inh: -26; CF NFkB block: -5; TWEAK-Fn14 inh: 11; EBV LMP1 NFkB: 1; NR5A2 inv ag: 6; NR2F2 inh: -3; SRC3 inh: 6; TROY NFkB inh: 1; C8 TRAIL sens: 4

How did COC(=O)c1ccc(Cl)c(NC(=O)CN(c2ccccc2)S(=O)(=O)c2ccc(OC)cc2)c1 do in these assays?
Shn3 inh set2: -21; KKLEB cytotox: 17; SRC1 inh: 22; CF NFkB block: -39; TWEAK-Fn14 inh: 60*; EBV LMP1 NFkB: 0; NR5A2 inv ag: 21; NR2F2 inh: 5; SRC3 inh: 25; TROY NFkB inh: 8; C8 TRAIL sens: 8

What do the screens show for `CCOC(=O)Cc1csc(SCc2nc3ccccc3c(=O)[nH]2)n1`?
Shn3 inh set2: -12; KKLEB cytotox: 4; SRC1 inh: -23; CF NFkB block: -3; TWEAK-Fn14 inh: 10; EBV LMP1 NFkB: -10; NR5A2 inv ag: 14; NR2F2 inh: -29; SRC3 inh: -3; TROY NFkB inh: 4; C8 TRAIL sens: 5

How did CNC(=O)NC(=O)C(C)OC(=O)c1c(C)noc1C (stereo unspecified) do in these assays?
Shn3 inh set2: 3; KKLEB cytotox: 2; SRC1 inh: 6; CF NFkB block: 6; TWEAK-Fn14 inh: 4; EBV LMP1 NFkB: 2; NR5A2 inv ag: -2; NR2F2 inh: 7; SRC3 inh: -17; TROY NFkB inh: -22; C8 TRAIL sens: -5

What do the screens show for `CC(C)CN(C(=O)COC(=O)c1ccc([N+](=O)[O-])o1)C1CCS(=O)(=O)C1` (stereo unspecified)?
Shn3 inh set2: 3; KKLEB cytotox: -1; SRC1 inh: 4; CF NFkB block: 32; TWEAK-Fn14 inh: 3; EBV LMP1 NFkB: -7; NR5A2 inv ag: -4; NR2F2 inh: 5; SRC3 inh: 14; TROY NFkB inh: -12; C8 TRAIL sens: 3

How did CN(Cc1ccc(Cl)c(Cl)c1)C(=O)C1=CC=CN2CCS(=O)(=O)N=C12 do in these assays?
Shn3 inh set2: -3; KKLEB cytotox: 3; SRC1 inh: -11; CF NFkB block: 9; TWEAK-Fn14 inh: -23; EBV LMP1 NFkB: -5; NR5A2 inv ag: -12; NR2F2 inh: -8; SRC3 inh: 2; TROY NFkB inh: 3; C8 TRAIL sens: -6

Results for N#Cc1ccc(NC(=O)c2cc(S(=O)(=O)N3CCOCC3)ccc2N2CCCC2)cc1 ?
Shn3 inh set2: 3; KKLEB cytotox: -14; SRC1 inh: 3; CF NFkB block: -12; TWEAK-Fn14 inh: -3; EBV LMP1 NFkB: -4; NR5A2 inv ag: 5; NR2F2 inh: -22; SRC3 inh: -6; TROY NFkB inh: 4; C8 TRAIL sens: 2

How did COCCn1nnnc1C(c1ccccc1)N1CCN(C(=O)c2ccco2)CC1 (stereo unspecified) do in these assays?
Shn3 inh set2: 5; KKLEB cytotox: 3; SRC1 inh: -15; CF NFkB block: -14; TWEAK-Fn14 inh: 10; EBV LMP1 NFkB: 2; NR5A2 inv ag: 4; NR2F2 inh: 3; SRC3 inh: 4; TROY NFkB inh: 3; C8 TRAIL sens: 9

Ordered by formula weight (largest number first): three of the compounds above.
Results for COc1ccc(OC)c(CCNC(=O)CC2Oc3ccccc3NC2=O)c1 (stereo unspecified) ?
Shn3 inh set2: -19; KKLEB cytotox: 1; SRC1 inh: 5; CF NFkB block: -4; TWEAK-Fn14 inh: -8; EBV LMP1 NFkB: -5; NR5A2 inv ag: -6; NR2F2 inh: -11; SRC3 inh: 4; TROY NFkB inh: -13; C8 TRAIL sens: -5

What do the screens show for `CCOC(=O)Cc1csc(SCc2nc3ccccc3c(=O)[nH]2)n1`?
Shn3 inh set2: -12; KKLEB cytotox: 4; SRC1 inh: -23; CF NFkB block: -3; TWEAK-Fn14 inh: 10; EBV LMP1 NFkB: -10; NR5A2 inv ag: 14; NR2F2 inh: -29; SRC3 inh: -3; TROY NFkB inh: 4; C8 TRAIL sens: 5

How did CCCC(=O)N1CCC1(C)C(=O)NS(=O)(=O)c1ccc(F)cc1F (stereo unspecified) do in these assays?
Shn3 inh set2: -2; KKLEB cytotox: -1; SRC1 inh: 4; CF NFkB block: -4; TWEAK-Fn14 inh: -38; NR5A2 inv ag: 17; NR2F2 inh: 10; SRC3 inh: 15; TROY NFkB inh: 5; C8 TRAIL sens: -16

More compounds
How did Cc1ccc(-n2c(-c3ccco3)nc3nc4ccccc4nc32)cc1 do in these assays?
Shn3 inh set2: 1; KKLEB cytotox: -4; SRC1 inh: 3; CF NFkB block: -18; TWEAK-Fn14 inh: 5; EBV LMP1 NFkB: 4; NR5A2 inv ag: 18; NR2F2 inh: -7; SRC3 inh: 7; TROY NFkB inh: -15; C8 TRAIL sens: -6

Results for COc1ccc(CNC(=O)CCS(=O)(=O)c2cc3c(cc2Cl)NC(=O)CO3)cc1 ?
Shn3 inh set2: -10; KKLEB cytotox: -1; SRC1 inh: 12; CF NFkB block: -27; TWEAK-Fn14 inh: 18; EBV LMP1 NFkB: 3; NR5A2 inv ag: 4; NR2F2 inh: -12; SRC3 inh: 16; TROY NFkB inh: -8; C8 TRAIL sens: 18

Results for Cn1c2ccccc2c(=O)c2ccc(F)cc21 ?
Shn3 inh set2: -17; KKLEB cytotox: 10; SRC1 inh: -9; CF NFkB block: -117; TWEAK-Fn14 inh: -43; EBV LMP1 NFkB: -12; NR5A2 inv ag: -39; NR2F2 inh: -8; SRC3 inh: -16; TROY NFkB inh: -64; C8 TRAIL sens: -3

How did O=C(Nc1ccc(N2CCOCC2)c(Cl)c1)c1c(F)c(F)c(F)c(F)c1F do in these assays?
Shn3 inh set2: 18; KKLEB cytotox: -16; SRC1 inh: -16; CF NFkB block: 32; TWEAK-Fn14 inh: -21; EBV LMP1 NFkB: -14; NR5A2 inv ag: -2; NR2F2 inh: 7; SRC3 inh: -10; TROY NFkB inh: 10; C8 TRAIL sens: 31

Results for CC(CC(=O)N1CCN(S(=O)(=O)c2ccc([N+](=O)[O-])cc2)CC1)c1ccccc1 (stereo unspecified) ?
Shn3 inh set2: 2; KKLEB cytotox: -6; SRC1 inh: -2; CF NFkB block: 4; TWEAK-Fn14 inh: 11; EBV LMP1 NFkB: 6; NR5A2 inv ag: 21; NR2F2 inh: 14; SRC3 inh: 22; TROY NFkB inh: -13; C8 TRAIL sens: -14
